# Xi reactivation: X-chromosome reactivation activator. XiGFP mouse fibroblasts, % GFP-positive cells imaging, 3 d; cells co-treated with 5-aza-dC sensitizer; scaled so ellipticine positive control = 100%. activation, % at 7.58 µM. AID 743238. 360,000 compounds, 0.055% hits;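 active = mean normalized replicate activation at least 10% and every replicate at or above 10%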;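 note: 0% = median of on-plate neutral control wells and 100% = ellipticine 6 µM median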
#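 Material: XiGFP fibroblasts, SV40-immortalized. Buffer or medium: DMEM plus 5-aza-dC sensitizer. Compound: single concentration per compound, delivered by pin transfer. Times: 3 days compound exposure. Controls: ellipticine 6 µM.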
# ARNT TACC3 PPI: ARNT/TACC3 interaction disruption; AlphaScreen His-ARNT PAS-B/GST-TACC3 binding, luminescence; TACC3 fragment carries E629A point mutation; 390,000 compounds, 0.66% hits; AID 623870; Q9Y6A5; inhibition, % at 9.99 µM;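 active = mean inhibition of replicates at least 50% and at least half of replicates each reaching 50%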;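 note: 0% = complete ARNT plus TACC3 wells and 100% = ARNT alone without TACC3; many hits fall short of the cut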
# RAD54 branch: RAD54 (human) branch migration inhibition; Q92698; RAD54 Holliday junction branch migration, FAM/BHQ fluorescence; inhibition, % at 10.4 µM; 360,000 compounds, 0.14% hits;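 active = mean normalized replicate activity at least 40 and at least half of replicates scoring 40 or more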;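 note: 0% = median of neutral control wells and 100% = median of positive control wells; inhibitors cause a drop in the FAM fluorescence signal; in these data hits start at about 50%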
# Target sequence (Q92698 whole entry, looked up): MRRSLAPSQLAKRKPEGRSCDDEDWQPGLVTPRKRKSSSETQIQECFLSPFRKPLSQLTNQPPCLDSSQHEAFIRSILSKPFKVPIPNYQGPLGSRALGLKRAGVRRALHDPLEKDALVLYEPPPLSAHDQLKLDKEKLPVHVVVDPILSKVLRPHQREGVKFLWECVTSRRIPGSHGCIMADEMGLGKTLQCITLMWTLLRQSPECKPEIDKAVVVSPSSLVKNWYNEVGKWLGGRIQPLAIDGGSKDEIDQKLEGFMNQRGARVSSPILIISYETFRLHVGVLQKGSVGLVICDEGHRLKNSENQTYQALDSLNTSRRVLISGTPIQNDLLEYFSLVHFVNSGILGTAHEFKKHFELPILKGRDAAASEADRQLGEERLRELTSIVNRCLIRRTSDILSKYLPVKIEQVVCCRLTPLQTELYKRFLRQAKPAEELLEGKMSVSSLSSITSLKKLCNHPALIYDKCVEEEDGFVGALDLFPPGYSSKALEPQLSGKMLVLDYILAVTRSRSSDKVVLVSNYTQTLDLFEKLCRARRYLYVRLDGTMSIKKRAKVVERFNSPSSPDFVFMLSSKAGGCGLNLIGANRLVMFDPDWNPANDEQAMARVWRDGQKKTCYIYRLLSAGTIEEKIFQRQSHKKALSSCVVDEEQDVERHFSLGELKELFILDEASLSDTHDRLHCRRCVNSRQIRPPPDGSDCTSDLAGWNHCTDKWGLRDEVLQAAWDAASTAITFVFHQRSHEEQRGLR
# esBAF inh: inhibitors of esBAF chromatin remodeling in mouse ES cells. Bmi1-luciferase knock-in reporter, 24 h; 100% = twice the neutral-well signal. reporter increase, % at 12.5 µM. 350,000 compounds, 2% hits. AID 602393; in the data active = activation above about 40%;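 note: 0% = median of the plate's neutral control wells and 100% = double that signal; a rise in the Bmi1 reporter signal indicates esBAF inhibition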
# CFTR F508del cor: correctors of CFTR F508del function in bronchial epithelial cells | CFBE cells, YFP halide quenching; stimulated with forskolin plus potentiator P3; % fluorescence drop versus neutral controls | 350,000 compounds, 0.36% hits | AID 720511 | activity (quench increase), % at 7.58 µM;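 active = mean added fluorescence quench of at least 8% versus neutral control, with both replicates also reaching 8%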;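 note: cells transiently co-express mutant CFTR-F508del with the halide-sensitive YFP; corrector assay measuring rescue of mutant channel to the surface after 24 h compound exposure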
# INS-1E GSIS act: GLuc luminescence reporter in INS-1E cells, primary screen for activators of glucose-dependent secretion of insulin; INS-1E GLuc reporter insulin secretion, 2-3 h; activation, % at 16.6 µM; 370,000 compounds, 0.61% hits; AID 743287;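 active = lowest replicate activation of at least 40%, so every replicate reaches that level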;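 note: 0% = median of neutral control wells and 100% = median of IBMX positive control wells; some compounds called inactive have numbers as strong as hits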
# RAD52 inh: inhibitors of human RAD52 DNA annealing; 360,000 compounds, 0.46% hits; AID 651710; inhibition, % at 18.7 µM; recombinant RAD52 DNA annealing, FRET fluorescence; P43351;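 active = every replicate showing at least 50% inhibition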
# ERAP1 inh: inhibitors of human ERAP1 aminopeptidase; Q9NZ08; recombinant ERAP1, Leu-AMC fluorescence, 60 min; inhibition, % at 10.7 µM; 340,000 compounds, 0.15% hits;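 active = mean replicate inhibition of at least 30%, or all replicates individually reaching that 30% level; inactive = mean below 30% and not every replicate reaching it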;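 note: 0% = neutral control wells and 100% = L-leucinethiol positive control wells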
# Starred values were filed as active, the others as inactive; x = no result given. Rows were taken by chance; overall some 3.3% were active at least once.
Structure	esBAF inh	CFTR F508del cor	ERAP1 inh	INS-1E GSIS act	RAD52 inh	ARNT TACC3 PPI	RAD54 branch	Xi reactivation
COc1ccc(S(=O)(=O)Nc2cccc3c2O[C@@H](CN(C)C)[C@@H](C)CN([C@@H](C)CO)C3=O)cc1	0	-0.2	-3	8	1	-13	6	-0.8
O=C(CSc1nc2ccccc2s1)c1ccc(O)cc1O	51*	x	0	-17	-2	2	3	0.4
O=C(NCCc1c[nH]c2ccccc12)C(=O)NCC1OCCN1S(=O)(=O)c1cc(F)ccc1F (stereo unspecified)	0	3.7	x	4	-39	11	-5	-0.2
CC(C)NC(=O)Nc1ccc2c(c1)CC(=O)N([C@H](C)CO)C[C@H](C)[C@H](CN(C)Cc1ccc(Cl)c(Cl)c1)O2	2	0.5	0	-5	-27	1	-15	-0.1
O=C(NCC[C@@H]1CC[C@@H](NC(=O)C2CCC2)[C@H](CO)O1)c1cc(Cl)cc(Cl)c1	-2	-1.7	-1	4	-9	-18	-7	0.0
CCCCCCC(=O)N(O)C1CC(=O)N(c2ccc(F)cc2)C1=O (stereo unspecified)	x	0.7	-3	x	-10	-5	-6	0.4
Nc1nc2c(ncn2-c2ccccc2)c(=O)[nH]1	x	-3.5	-1	2	-8	46*	10	0.0
CCc1n[nH]c(=S)n1/N=C/c1ccccn1	4	0.4	6	2	-3	-3	5	0.2
O=C(Nc1cccc(Cl)c1)N[C@@H]1CC[C@H](CCNC(=O)C2CCCCC2)O[C@@H]1CO	-3	-2.0	4	-13	-5	4	-2	0.3
c1ccc2c(c1)nnn2CNc1nccs1	x	1.7	-2	2	-7	-1	x	0.2

# Reformatted with values under each structure: entries from further up
# Order of values: esBAF inh | CFTR F508del cor | ERAP1 inh | INS-1E GSIS act | RAD52 inh | ARNT TACC3 PPI | RAD54 branch | Xi reactivation
COc1ccc(S(=O)(=O)Nc2cccc3c2O[C@@H](CN(C)C)[C@@H](C)CN([C@@H](C)CO)C3=O)cc1
 : 0 | -0.2 | -3 | 8 | 1 | -13 | 6 | -0.8
O=C(CSc1nc2ccccc2s1)c1ccc(O)cc1O
 : 51* | x | 0 | -17 | -2 | 2 | 3 | 0.4
O=C(NCCc1c[nH]c2ccccc12)C(=O)NCC1OCCN1S(=O)(=O)c1cc(F)ccc1F (stereo unspecified)
 : 0 | 3.7 | x | 4 | -39 | 11 | -5 | -0.2
CC(C)NC(=O)Nc1ccc2c(c1)CC(=O)N([C@H](C)CO)C[C@H](C)[C@H](CN(C)Cc1ccc(Cl)c(Cl)c1)O2
 : 2 | 0.5 | 0 | -5 | -27 | 1 | -15 | -0.1
O=C(NCC[C@@H]1CC[C@@H](NC(=O)C2CCC2)[C@H](CO)O1)c1cc(Cl)cc(Cl)c1
 : -2 | -1.7 | -1 | 4 | -9 | -18 | -7 | 0.0
CCCCCCC(=O)N(O)C1CC(=O)N(c2ccc(F)cc2)C1=O (stereo unspecified)
 : x | 0.7 | -3 | x | -10 | -5 | -6 | 0.4
Nc1nc2c(ncn2-c2ccccc2)c(=O)[nH]1
 : x | -3.5 | -1 | 2 | -8 | 46* | 10 | 0.0
CCc1n[nH]c(=S)n1/N=C/c1ccccn1
 : 4 | 0.4 | 6 | 2 | -3 | -3 | 5 | 0.2
O=C(Nc1cccc(Cl)c1)N[C@@H]1CC[C@H](CCNC(=O)C2CCCCC2)O[C@@H]1CO
 : -3 | -2.0 | 4 | -13 | -5 | 4 | -2 | 0.3

# Later entries
Structure	esBAF inh	CFTR F508del cor	ERAP1 inh	INS-1E GSIS act	RAD52 inh	ARNT TACC3 PPI	RAD54 branch	Xi reactivation
COc1ccc(NC(=O)C2CCCN(C(=O)Nc3cccc(OC)c3)C2)cc1 (stereo unspecified)	1	-1.0	1	4	-15	-11	13	x
COc1cccc(NC(=O)N2C[C@@H](O)COC[C@@H]3O[C@H](CC(=O)NCc4ccccc4F)CC[C@H]32)c1	0	0.5	0	-6	-12	1	-7	-0.1
C/C(=N\Nc1ccc([N+](=O)[O-])cc1)c1cc2ccccc2o1	x	3.8	3	x	-7	-6	x	0.5
CCC(=O)N1CC2(C1)[C@H](c1ccc(-c3ccc(F)cc3)cc1)[C@@H](CO)N2C(C)=O	x	-0.4	-1	-4	-18	x	x	0.1
CN(CCc1ccccc1)C(=O)c1ccc(NC(=O)Cc2ccc([N+](=O)[O-])cc2)cc1	-9	-1.1	-1	-17	-52	1	-1	0.0
C[C@@H]1CCCCO[C@@H](CN(C)S(C)(=O)=O)[C@H](C)CN([C@H](C)CO)C(=O)c2cc(N(C)C)ccc2O1	-2	1.4	1	25	-41	5	-8	-1.0
CCOc1ccc(OCC)c(NC(=O)CSc2nnc(C3CC3)n2CC)c1	-3	-0.2	-2	15	-14	-1	8	0.2
O=C(CN1C(=O)c2ccccc2C1=O)NCc1ccc(N2CCOCC2)cc1	-7	0.0	4	0	-4	x	1	-0.1
CCC1(C)COC(c2ccc3c(c2)OCO3)OC1 (stereo unspecified)	12	0.0	5	-4	-25	-3	0	0.2
COc1cccc(CC(=O)Nc2ccc(S(=O)(=O)Nc3nccs3)cc2)c1	7	-2.6	1	10	-8	23	-11	0.2
COc1cccc(C(=O)Nc2ccc3c(c2)C(=O)N(C)[C@H]2CC[C@@H](CC(=O)NCCCN4CCOCC4)O[C@H]2CO3)c1	1	x	-5	-6	13	-5	1	0.1
O=C(CCN1C(=O)C2C3CCC(C3)C2C1=O)OCC(=O)c1ccccc1 (stereo unspecified)	1	1.7	2	-54	-1	-4	-3	0.1
COc1cc(/C=N\NC(=O)c2ccc(-c3ccccc3)cc2)cc(OC)c1OC(C)=O	x	-6.5	-1	24	-7	16	1	0.0
CCS(=O)(=O)Nc1ccc2c(c1)C(=O)N(C)C[C@@H](OC)[C@@H](C)CN(C(=O)C1CCC1)[C@@H](C)CO2	0	-0.9	0	8	-1	-8	3	0.1
COCC(=O)N1[C@@H](CO)[C@@H]2c3ccccc3N(C(=O)c3ccccc3)C[C@@H]21	-1	1.0	1	3	-9	3	8	0.6
Cc1ccc(S(=O)(=O)N(C)C[C@H]2Oc3ccc(NS(=O)(=O)c4ccc(F)cc4)cc3CC(=O)N([C@@H](C)CO)C[C@H]2C)cc1	4	2.4	2	-5	4	-2	2	-0.1
O=C(NCCOc1ccccc1)C1=CC=CN2CCS(=O)(=O)N=C12	0	-1.7	5	-8	-8	3	-3	0.3
C[C@H]1CN([C@@H](C)CO)C(=O)c2cc(N(C)C)ccc2O[C@H]1CN(C)S(=O)(=O)c1cn(C)cn1	-4	-2.1	2	11	-15	-2	2	-0.7
O=C(CN1CCOCC1)NCC[C@H]1CC[C@H](NC(=O)Nc2ccccc2)[C@@H](CO)O1	-3	-1.4	2	2	-6	-8	3	0.2
O=C(N[C@H]1C/C=C\C[C@H](CC(=O)N(CCO)Cc2ccccc2)C(=O)N[C@H](Cc2c[nH]c3ccccc23)COC1=O)OCC1c2ccccc2-c2ccccc21	-7	0.4	3	x	-9	0	6	0.0
Cc1cccc(-n2nc3c(c2NC(=O)C(C)C)CS(=O)(=O)C3)c1C	-6	4.2	-1	4	-12	-8	4	0.3
C=CCNC(=O)CSc1nc2scc(-c3ccco3)c2c(=O)n1CC=C	x	0.9	x	-16	-23	9	-8	0.0
CCN(C(=O)COC(=O)CCOc1cccc(C)c1)c1c(N)n(Cc2ccccc2)c(=O)[nH]c1=O	-6	-1.4	-4	20	-12	x	-1	0.0
CCOC(=O)C1CCN(S(=O)(=O)c2ccc3[nH]c(=O)c(=O)[nH]c3c2)CC1	x	2.5	4	9	-12	12	x	0.0
CC(C)NC(=O)N1[C@H](C#N)[C@H](c2ccc(C#CC3CCCCC3)cc2)[C@H]1CO	-27	3.9	5	4	5	3	-4	0.0
C[C@@H]1CCCCO[C@H](CN(C)Cc2ccc(Cl)c(Cl)c2)[C@@H](C)CN([C@H](C)CO)C(=O)c2cc(NC(=O)CCC(F)(F)F)ccc2O1	-4	-0.7	0	-17	-15	3	-7	0.5
CC(C)c1ccc(NS(=O)(=O)c2ccc(N3C(=O)CCC3=O)cc2)cc1	x	0.1	0	-11	4	0	x	0.0
CC(C)CN1CC(=O)N2C(c3ccccc3)c3[nH]c4ccccc4c3C[C@H]2C1=O (stereo partly specified)	-3	0.1	0	-30	-6	11	-1	0.1
O=C(Nc1ccc(C(F)(F)F)cc1)N[C@H]1CC[C@H](CCNC(=O)c2ccccc2F)O[C@H]1CO	-2	-0.4	0	-6	5	0	-6	0.0
COc1ccc(-c2ccc([C@H]3[C@@H](CO)N4CCCCN(C(=O)c5ccc(F)cc5)C[C@H]34)cc2)cc1	x	-4.1	-1	-23	0	15	5	0.0
N#Cc1c(C(F)(F)F)cc(-c2ccccc2)n(N)c1=O	-7	1.1	14	12	-1	-9	x	0.0
C/C(=N/NC(=O)c1nnn(-c2nonc2N)c1CSc1ccc(C)cc1)c1ccncc1	5	-1.6	1	-9	-41	x	-1	0.0
NC(=S)c1ncc(C(F)(F)F)cc1Cl	0	0.6	x	8	-2	3	-1	0.0
COCC1CCCCN1C(=O)c1cc(COc2ccc(C)c(C)c2)on1 (stereo unspecified)	x	-1.2	-1	-11	-8	x	x	0.0
COc1ccc(-n2c(=O)c3ccccc3n(CC(=O)NCC3CCCO3)c2=O)cc1 (stereo unspecified)	-2	0.2	-2	-2	10	-11	25	0.1
COCC#Cc1cnc2c(c1)C(=O)N([C@@H](C)CO)C[C@H](C)[C@H](CN(C)C(=O)c1cccnc1)O2	x	0.7	3	6	-1	x	x	4.0
Cc1ccc(C(=O)N2CC(=O)Nc3ccccc32)o1	x	x	x	12	x	4	-1	0.1
Cc1cccc(C(=O)O[C@H]2[C@H](C)NS(=O)(=O)[C@H]3CC4C=C[C@]23O4)c1	-11	-1.8	-1	-2	-10	9	-11	0.0
CCC(=O)N1CC(=O)N2[C@H](C1)[C@@H](c1ccc(C#CC3CCCCC3)cc1)[C@@H]2CO	x	0.9	x	-18	11	x	x	0.1
CC(=O)c1ccc(C(=O)NC2CC(C)(C)Cc3c2cnn3-c2ccccc2)cc1 (stereo unspecified)	0	2.3	0	-24	-9	1	2	0.0
Cc1ccc2[nH]c(=O)c(CN(Cc3cccnc3)C(=S)NCCCN(C)C)cc2c1	-9	1.5	-3	-3	2	9	3	-0.1
CO[C@H]1CN(C)C(=O)c2ccc(NC(=O)c3ccc4c(c3)OCO4)cc2OC[C@@H](C)NC[C@H]1C	-2	3.5	0	4	6	-1	0	0.0
O=C(Oc1ccc(-c2nnco2)cc1)c1cc(S(=O)(=O)N2CCOCC2)ccc1F	-6	-0.9	1	0	2	x	7	0.2
C[C@H]1CN([C@@H](C)CO)C(=O)c2c(c3ccccc3n2C)-c2ccccc2CO[C@@H]1CN(C)S(=O)(=O)c1ccc([N+](=O)[O-])cc1	x	-6.7	2	7	20	x	x	0.2
COC(=O)c1cn(C(=O)c2ccc(Cl)cc2)c2ccccc12	x	0.0	6	14	-4	-6	x	0.0
C/C=C/c1ccc([C@@H]2[C@@H](CO)N(C(C)=O)[C@H]2CN(C)C(=O)c2ccccn2)cc1	-2	1.1	3	6	1	-1	-10	0.6
CC1(C(=O)NNC(=O)C2CCCCC2)CC1(Cl)Cl (stereo unspecified)	x	1.1	4	-16	-18	0	-4	0.0
